# MT1-MMP act inh: blockers of MT1-MMP proenzyme processing, primary screen, HT1080 RFP-PRO-GFP cells, GFP/RFP fluorescence; 360,000 tested, 0.061% active; AID 651647, 2012; Matrix metalloproteinase-14 (Homo sapiens), P50281; GFP/RFP ratio change, % at 20 µM; GFP/RFP ratio fluorescence, overnight; percent of plate control window, DMSO zero;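 active means GFP/RFP ratio change of at least 30% with cell ATP level not reduced by more than half and red fluorescence within 50% of control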; further: strong numbers were not always called active
#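 Assay system: RFP-PRO-GFP reporter HT1080 cells; read-out basis: GFP/RFP fluorescence ratio; benchmarks: DMSO wells and RFP-L50D-GFP cells; doses: 20 µM single dose, 1% DMSO; schedule: overnight cell settling, then overnight compound exposure, 37 °C, 5% CO2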
# NadD block: inhibitors of S. aureus NadD, primary screen, biochemical, colorimetric, uHTS | Nicotinate-nucleotide adenylyltransferase NadD (Staphylococcus aureus N315) | purified NadD enzyme, colorimetric absorbance read-out | inhibition, % at 20 µM | 360,000 tested, 0.78% active; in the data active means inhibition above about 26%; further: some compounds past the cut are filed as inactive
# Rpn11 inh: Rpn11 (PSMD14) deubiquitinase inhibitors, primary screen, biochemical, fluorescence polarization, uHTS; calls only at 20 µM; AID 588493, 2011; 26S proteasome non-ATPase regulatory subunit 14 (Homo sapiens), O00487; human 26S proteasome, Ub4-pepOG fluorescence polarization; 20S core pre-blocked with epoxomicin; 360,000 tested, 0.59% active;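 active means inhibition at 20 µM, scaled to each plate's controls, above about 33%, limit read from the data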
# CSN deneddyl inh: inhibitors of CSN-mediated cullin deneddylation, primary screen, biochemical, fluorescence polarization, uHTS; 360,000 tested, 0.38% active; COP9 signalosome complex subunit 5 (Homo sapiens), Q92905; inhibition, % at 12.5 µM; Purified CSN, SCF-Nedd8-OG deneddylation;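 active means pattern-corrected inhibition above about 35%, with an unprinted fluorescence ratio check between 0.5 and 1.5, limit read from the data, passing the limit was not always enough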;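 further: 0% = enzyme with substrate and 100% = substrate without enzyme; some results filed as inactive read as strong as hits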
#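 Assay system: purified human Csn5 enzyme expressed in HEK293T cells; measure: % inhibition; also added: SCFSkp2-Nedd8OG substrate at 10 nM final; technique: fluorescence polarization; times: reaction 90 min, room temperature; medium: Tris buffer pH 7.5, NaCl, DTT, Tween-20, trehalose, ovalbumin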
# Rin1-Abl PPI inh: inhibitors of Rin1-Abl protein binding, primary screen, biochemical, TR-FRET | Tyrosine-protein kinase ABL1 (Homo sapiens) + Ras and Rab interactor 1 (Homo sapiens), … | inhibition, % at 7.35 µM | 360,000 tested, 0.4% active | AID 588664, 2011; in the data active means inhibition above about 5%, passing the limit was not always enough
# Target sequence (P00519 whole entry, looked up): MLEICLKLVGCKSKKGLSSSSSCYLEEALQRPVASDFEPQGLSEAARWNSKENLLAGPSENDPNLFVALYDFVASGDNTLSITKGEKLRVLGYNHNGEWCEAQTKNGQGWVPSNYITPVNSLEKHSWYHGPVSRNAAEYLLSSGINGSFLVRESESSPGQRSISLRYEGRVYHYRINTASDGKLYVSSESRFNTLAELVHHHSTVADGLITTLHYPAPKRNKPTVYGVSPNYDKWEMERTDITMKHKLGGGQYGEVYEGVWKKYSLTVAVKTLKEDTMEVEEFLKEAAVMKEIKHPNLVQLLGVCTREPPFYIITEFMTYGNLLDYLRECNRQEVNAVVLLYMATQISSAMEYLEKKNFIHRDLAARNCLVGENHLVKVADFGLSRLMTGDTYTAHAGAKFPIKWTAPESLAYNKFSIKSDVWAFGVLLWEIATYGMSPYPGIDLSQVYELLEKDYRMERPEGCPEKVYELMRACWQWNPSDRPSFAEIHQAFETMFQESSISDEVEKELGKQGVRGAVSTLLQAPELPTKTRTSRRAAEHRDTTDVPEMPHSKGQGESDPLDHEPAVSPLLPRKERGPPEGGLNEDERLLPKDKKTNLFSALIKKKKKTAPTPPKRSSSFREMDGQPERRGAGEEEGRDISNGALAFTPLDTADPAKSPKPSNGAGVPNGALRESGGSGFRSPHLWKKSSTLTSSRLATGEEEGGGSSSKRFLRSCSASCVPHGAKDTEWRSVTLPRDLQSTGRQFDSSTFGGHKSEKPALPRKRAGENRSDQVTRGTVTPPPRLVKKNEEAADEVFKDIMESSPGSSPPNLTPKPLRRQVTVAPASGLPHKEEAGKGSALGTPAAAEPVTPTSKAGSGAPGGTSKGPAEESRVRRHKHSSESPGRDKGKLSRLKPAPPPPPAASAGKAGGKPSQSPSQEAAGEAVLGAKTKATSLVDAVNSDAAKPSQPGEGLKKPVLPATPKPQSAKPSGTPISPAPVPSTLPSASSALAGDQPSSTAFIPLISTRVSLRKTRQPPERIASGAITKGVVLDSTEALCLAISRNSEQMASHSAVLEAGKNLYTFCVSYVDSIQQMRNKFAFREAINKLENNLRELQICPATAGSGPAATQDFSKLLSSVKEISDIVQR
# Target sequence (Q13671 whole entry, looked up): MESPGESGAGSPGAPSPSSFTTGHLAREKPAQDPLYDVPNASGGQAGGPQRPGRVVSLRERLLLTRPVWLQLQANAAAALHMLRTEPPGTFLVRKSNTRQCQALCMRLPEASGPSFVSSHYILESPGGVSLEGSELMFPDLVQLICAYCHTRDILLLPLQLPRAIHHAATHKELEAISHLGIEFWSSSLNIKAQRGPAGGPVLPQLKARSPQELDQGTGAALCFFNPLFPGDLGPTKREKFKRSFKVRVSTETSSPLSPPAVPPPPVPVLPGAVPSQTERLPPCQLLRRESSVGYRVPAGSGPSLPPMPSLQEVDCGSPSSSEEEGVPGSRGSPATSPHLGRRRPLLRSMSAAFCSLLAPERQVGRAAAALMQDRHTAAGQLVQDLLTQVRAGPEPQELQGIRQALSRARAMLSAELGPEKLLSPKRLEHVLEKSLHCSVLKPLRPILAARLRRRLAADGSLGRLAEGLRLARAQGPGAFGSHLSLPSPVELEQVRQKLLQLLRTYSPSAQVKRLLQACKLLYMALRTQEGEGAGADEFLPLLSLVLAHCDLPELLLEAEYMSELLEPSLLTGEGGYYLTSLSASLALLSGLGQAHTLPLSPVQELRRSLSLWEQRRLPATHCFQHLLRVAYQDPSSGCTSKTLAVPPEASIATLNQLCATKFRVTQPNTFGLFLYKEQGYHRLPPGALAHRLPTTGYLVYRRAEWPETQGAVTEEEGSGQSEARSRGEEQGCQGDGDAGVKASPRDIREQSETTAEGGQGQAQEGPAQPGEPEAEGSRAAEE
# FAS-TE inh: FAS thioesterase domain inhibitors, primary screen, biochemical, fluorescence intensity, uHTS | 360,000 tested, 0.67% active | inhibition, % at 15 µM | AID 602261, 2012 | Fatty acid synthase (Homo sapiens), P49327 | recombinant FAS-TE, OMFH fluorogenic substrate, fluorescence endpoint;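 active means compounds whose normalised, plate-corrected inhibition of enzyme fluorescence in the single-dose primary screen is 50% or more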;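 further: 0% = DMSO with enzyme and 100% = substrate without enzyme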
# Neddylation inh: inhibitors of cullin neddylation, primary screen, biochemical, TR-FRET, uHTS, NAE and Ubc12. AID 651699, 2012. 360,000 tested, 0.58% active. calls only at 25 µM; in the data active means inhibition above about 36%
# MLLE-PAM2 inh: inhibitors of PABP1 MLLE–PAM2 peptide binding, primary screen, biochemical, fluorescence polarization, FITC-PAM2, GST-MLLE; Polyadenylate-binding protein 1 (Homo sapiens), P11940; inhibition, % at 20 µM; 360,000 tested, 0.36% active; in the data active means inhibition above about 35%, passing the limit was not always enough;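 further: plate controls were DMSO wells with GST-MLLE for no effect and wells lacking GST-MLLE protein for full effect; some results filed as inactive read as strong as hits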
# SKN-1 block: suppressors of acrylamide-induced Pgst-4::GFP reporter in worms, primary screen, SKN-1 inhibitor project, whole organism, uHTS, GFP/RFP fluorescence ratio, strain VP596; 360,000 tested, 0.49% active; AID 624304, 2012; C. elegans VP596 Pgst-4::GFP/RFP ratio, 24 h; inhibition, % at 21.8 µM;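 active means interference check ratio from 0.5 to 1.5 plus GFP to RFP signal ratio inhibition reaching or exceeding a fixed threshold, cut at about 30% in these data, passing the limit was not always enough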; further: some compounds called inactive have numbers as strong as hits
# An asterisk follows results filed as active; i = inactive; nt = not tested or not shown; + = active, no number.
# Preview:
SMILES,MT1-MMP act inh,NadD block,Rpn11 inh,CSN deneddyl inh,Rin1-Abl PPI inh,FAS-TE inh,Neddylation inh,MLLE-PAM2 inh,SKN-1 block
Cc1ccc(Sc2c(CO)c(-c3ccccc3)nn2C)cc1,-0.2,-6.6,i,-1.2,5.4,7.7,i,0.0,2.7
COc1ccc(Cl)cc1CC=NNC(=O)c1cccc(C)c1O,1.7,12.4,i,-1.3,2.6,-2.4,nt,-16.7,18.1
CCN1CCCC1CNC(=O)c1[nH]c2ccc(OC)cc2c1C (centres undefined),-0.2,-5.3,i,-0.3,-1.3,-11.1,nt,3.7,3.3
Cn1ncc(Br)c1C(=O)Nc1ccc(F)cc1F,-3.4,-6.2,i,4.0,-1.5,-7.6,i,8.6,2.3

# The list itself (from the top)
SMILES,MT1-MMP act inh,NadD block,Rpn11 inh,CSN deneddyl inh,Rin1-Abl PPI inh,FAS-TE inh,Neddylation inh,MLLE-PAM2 inh,SKN-1 block
Cc1ccc(Sc2c(CO)c(-c3ccccc3)nn2C)cc1,-0.2,-6.6,i,-1.2,5.4,7.7,i,0.0,2.7
COc1ccc(Cl)cc1CC=NNC(=O)c1cccc(C)c1O,1.7,12.4,i,-1.3,2.6,-2.4,nt,-16.7,18.1
CCN1CCCC1CNC(=O)c1[nH]c2ccc(OC)cc2c1C (centres undefined),-0.2,-5.3,i,-0.3,-1.3,-11.1,nt,3.7,3.3
Cn1ncc(Br)c1C(=O)Nc1ccc(F)cc1F,-3.4,-6.2,i,4.0,-1.5,-7.6,i,8.6,2.3
CCn1c(C)c(C(C)=O)c(SC)nc1=S,-2.8,0.7,i,1.6,1.0,-5.7,i,4.6,-11.9
C/C(=N\NC(=O)c1nnn(-c2nonc2N)c1CSc1ccccc1)c1cccnc1,-0.5,3.2,i,-2.8,2.4,1.4,i,1.8,-17.4
CC(C)NC(=O)c1ccc2c(=O)n(CC3CCCO3)c(=S)[nH]c2c1 (centres undefined),0.9,-9.0,i,-7.3,4.0,-4.2,i,-31.9,-15.2
COc1ccccc1NC(=O)C1CCCN(S(=O)(=O)c2c(C)noc2C)C1 (centres undefined),-1.1,-1.1,i,3.1,-1.0,-3.6,i,-9.0,5.6
COc1ccc(-c2cc(C(=O)Nc3ccccc3O)c3ccccc3n2)cc1,8.6,2.1,i,3.0,-1.3,-1.8,i,-9.7,6.6
O=S1(=O)N[C@@H](Cc2ccccc2)COc2cc(Br)ccc21,4.3,-1.8,i,-1.0,-4.1,12.6,i,4.2,15.1
Cc1ccc(NC(=O)C(OC(=O)c2ccc(C=O)cc2)c2ccccc2)cc1Cl (centres undefined),0.4,17.6,i,6.2,1.2,50.4*,i,-3.8,13.4
Cc1cc(C(=O)NNC(=O)C(CCC(N)=O)NS(=O)(=O)c2ccc(Cl)cc2)c(C)o1 (centres undefined),1.4,0.3,i,-0.9,4.0,-4.8,i,15.7,2.7
COc1cccc(OC(=O)c2cc3ccccc3oc2=O)c1,-2.1,2.2,i,-7.3,0.9,-1.1,i,7.5,4.9
Cc1cc(OC(F)F)ccc1NC(=S)NCCc1ccccc1,-0.4,-6.0,i,-1.4,-1.3,11.7,i,-13.2,5.3
CN(CC(=O)Nc1ccc(F)cc1)C(=O)COc1ccc(C(=O)c2ccccc2)cc1,0.5,-4.4,i,-4.3,0.8,6.3,i,17.3,1.1
CCOC(=O)c1cc(Sc2ccccc2N)cc(C(=O)OCC)n1,-1.0,-4.0,i,-1.2,0.0,-1.6,i,-0.2,1.8
COc1nc(Nc2ccc(OC)c(Cl)c2)nc(OC)n1,1.0,4.1,i,-1.8,-0.2,-5.3,i,-3.5,14.8
NC(=O)c1ccc(NS(=O)(=O)c2ccc3ccccc3c2)cc1,3.5,-3.8,i,-2.8,-0.6,-0.7,i,8.0,-2.2
Cc1ccc(S(=O)(=O)c2c(N)n(NC(=O)c3ccco3)c3nc4ccccc4nc23)cc1,-0.1,14.1,+,7.7,-8.5,-3.3,nt,-35.9,7.2
CCCCCC(=O)Nc1cc(N(C)C)nc2ccccc12,-0.8,1.8,i,-1.2,-2.4,-2.5,i,-12.4,23.5
Cc1cc(OCC(=O)N2CCN(c3ccc(F)cc3)CC2)c2c(C)cc(=O)oc2c1,-5.3,3.1,i,0.9,2.9,0.8,i,5.0,5.6
CC(=O)c1c(COC(=O)c2ccncc2)nc2ccccc2[n+]1[O-],-2.9,4.7,i,-3.3,-6.3,-3.7,i,-7.8,11.2
O=[N+]([O-])c1ccc(Oc2ccc(S(=O)(=O)N3CCCCC3)cc2)cc1,-7.3,0.8,i,-3.5,-1.7,29.7,i,3.1,-5.2
COc1ccc(CNn2c(-c3ccccc3F)nc3ccccc3c2=O)cc1OC,0.5,1.8,i,6.9,3.8,0.6,i,11.6,6.3
COc1ccc(NS(=O)(=O)c2cc(NC(=O)c3ccco3)ccc2N2CCCC2)cc1,-0.1,-4.4,i,-0.3,-1.8,-4.9,i,9.4,7.4

# Following part.
SMILES,MT1-MMP act inh,NadD block,Rpn11 inh,CSN deneddyl inh,Rin1-Abl PPI inh,FAS-TE inh,Neddylation inh,MLLE-PAM2 inh,SKN-1 block
CC(C)CCn1c(SCC(=O)N2CC(=O)Nc3ccccc32)nc2scc(-c3cccs3)c2c1=O,-15.9,18.3,i,1.3,-2.4,1.8,i,-34.8,2.4
Cc1cccc(C(=O)Nc2sc3c(c2C#N)CCCCC3)c1,-1.2,0.8,i,1.1,3.0,5.1,nt,-2.3,-7.1
CCOc1ccc(C(=O)C[n+]2ccccc2C)cc1,6.7,-3.1,i,2.8,-1.4,-11.3,i,-13.2,10.2
O=[N+]([O-])c1ccccc1OCCN1CCOCC1,-0.5,-6.3,i,0.9,-0.8,-3.4,i,8.7,14.5
Cc1cccc(N2CCN(S(=O)(=O)c3ccc4[nH]c(=O)ccc4c3)CC2)c1C,-0.2,9.1,i,2.7,-6.2,0.4,i,-3.1,20.6
CSc1ncc2ncn(C3OC(CO)C(O)C3O)c2n1 (centres undefined),3.2,-2.1,i,5.9,-1.3,-3.0,i,-3.1,-6.4
COc1ccc(NC(=O)CN2CCCCC2)c([N+](=O)[O-])c1,-3.1,0.7,i,-1.2,0.2,0.2,i,-2.7,1.2
CC1CC(C)CN(c2oc(-c3ccccc3F)nc2C#N)C1 (centres undefined),0.1,-2.2,i,-1.6,2.3,15.8,i,18.1,7.1
COCCCNC(=O)c1cccc(NC(=O)c2ccccc2)c1,2.0,-3.2,i,-2.0,-6.2,-9.1,i,10.0,-0.9
CCOc1ccc2ccccc2c1C(=O)N1CCOCC1,2.0,-0.5,i,-3.3,-2.4,-4.1,i,7.9,7.7
CSC1=NCCN1C(=O)Cc1ccc(Cl)cc1,0.6,8.6,i,8.4,4.2,1.1,i,9.2,7.3
COc1ccccc1NC(=O)COc1ccc(C(=O)NC2CCCc3ccccc32)cc1OC (centres undefined),2.0,5.3,i,2.9,0.3,3.9,i,2.0,11.8
O=C(O)CC1(CC(=O)NCc2ccncc2)CCCCC1,-4.0,-6.7,i,2.4,2.9,-5.4,i,11.8,-3.5
CCn1nc(C(=O)NCc2nnc3ccccn23)c2ccccc2c1=O,-5.9,1.5,i,-5.2,-0.2,-6.0,i,5.3,-6.2
CC(=O)Nc1ccccc1-c1nc2ccc(C(=O)N3CCN(c4ccccc4)CC3)cc2[nH]c1=O,3.3,1.3,i,1.4,-4.2,-9.2,i,-8.3,-3.9
Cc1[nH]c(C)c(S(=O)(=O)N2c3ccccc3CC2C)c1C(=O)N1CCCCC1 (centres undefined),-1.0,-2.2,i,0.0,2.3,-7.7,i,3.2,12.1
CC(C)(O)C(=O)NN(C(=O)c1ccccc1)c1cccc(Br)c1,3.6,-3.3,i,0.6,-2.0,-1.0,i,-1.9,6.7
CCC(CC)c1nnc(NC(=O)C2CC(=O)N(c3ccc4c(c3)OCCO4)C2)s1 (centres undefined),-2.5,-1.3,i,-4.0,-1.6,-1.1,i,3.6,5.4
COc1ccc(Oc2cccc(Cl)c2CNC(=O)CSCC(=O)O)cc1,1.4,1.4,i,2.9,0.6,-6.1,i,6.9,7.4
CCOC(=O)c1noc(C)c1C(=O)Nc1nc(C)cc(C)n1,-0.6,-6.5,i,-2.2,2.9,-3.6,i,16.2,12.5
CN(C)c1cccc(F)c1C(=O)NC(=O)Nc1ccc(Cl)cc1,-2.2,0.1,i,-1.7,9.0,15.7,i,-9.7,10.6
CCNC(=S)N1CCN(c2nc(-c3ccc(F)cc3)cs2)CC1,2.9,-2.0,i,1.8,-0.6,26.2,i,-117.5,-1.3
O=C(NCc1cn2ccsc2n1)c1cccc(C(F)(F)F)c1,0.4,-1.9,i,-4.9,-2.0,-6.8,i,-4.0,-24.3
C=CCNc1oc(-c2cccs2)nc1C#N,-0.5,1.4,i,-2.2,-3.5,-7.2,nt,-5.3,19.1
CCN(CC)S(=O)(=O)c1ccc(S(=O)(=O)Nc2c(C)nn(C)c2C)cc1,-2.3,-0.2,i,1.9,4.8,-10.6,i,10.1,10.1

# (further entries)
SMILES,MT1-MMP act inh,NadD block,Rpn11 inh,CSN deneddyl inh,Rin1-Abl PPI inh,FAS-TE inh,Neddylation inh,MLLE-PAM2 inh,SKN-1 block
CC(C(=O)Nc1cccc(S(=O)(=O)N2CCOCC2)c1)N1CCN(c2ccc(F)cc2)CC1 (centres undefined),6.3,-2.1,i,-2.3,2.8,3.4,i,-6.0,1.2
Cc1cc2nc(-c3ccccc3Br)n(/C=C(\c3ccccc3)n3c(=O)[nH]c4ccccc43)c2cc1C,10.8,7.2,i,3.9,-0.1,12.4,i,9.8,8.1
CCOc1ccccc1N(CC(=O)Nc1ccc(S(=O)(=O)N2CCCC2)cc1)S(C)(=O)=O,-6.7,-2.9,i,2.0,0.9,0.8,i,-6.5,25.1
CNC(=O)c1sc2nc(-c3ccc(OC)cc3)cn2c1C,2.0,-5.7,i,-3.6,0.7,-6.3,i,3.5,-11.9
CCOC(=O)C1=NN(c2ccccc2C)C2=NC(C)=C(C(=O)OC)C(c3cccc(OC)c3)N12 (centres undefined),-2.8,-3.4,i,-1.4,0.7,24.4,i,-26.2,-1.3
Cc1ccc(S(=O)(=O)NCCSc2nncn2C)cc1,0.7,-1.2,i,1.7,-1.3,-5.0,i,3.6,-4.8
CCOc1ccc(CCNC(=O)CCc2nc(-c3ccc(C)cc3)no2)cc1OCC,4.9,1.0,i,-4.8,1.0,-2.2,i,3.8,4.3
CC1=C(C(=O)N2CCOCC2)CC(CC(=O)NCC2CCCCC2)C(=O)N1Cc1ccccc1 (centres undefined),6.4,4.1,i,3.2,0.2,-6.7,i,3.2,5.4
O=C(NC1CCN(Cc2ccccc2)CC1)c1ccc(Oc2cc(Cl)cc(Cl)c2)o1,-0.5,-7.7,i,7.2,-0.5,13.5,i,-6.3,6.6

# Source: PubChem BioAssay (several laboratories)
